From PubChem BioAssay
GLS inh = blocks human kidney-isoform glutaminase activity | GLS enzymatic activity, qHTS titration | 410,000 compounds, 0.21% hits | AID 624170 | Potency, µM (highest dose often 45.5 µM), for inactives: at the top dose activity change, negative = inhibition, usual class: inhibitors; also: potency is read from the fitted curve at half-maximal effect; % is scaled to controls: 0 for no effect and ±100 for the full control effect
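Read-out is an Amplex red fluorescence increase coupled through glutamate oxidase and HRP, measured before and after 30 min room-temperature incubation. hKGA is in 45 mM KH2PO4 (pH 8.2) with 0.02% Tween-20; glutamine added as 1mM solution.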
ALOX12 inh = ALOX12 (human) lipoxygenase inhibition. purified 12hLO, xylenol orange hydroperoxide absorbance. P18054. AID 1671190. 580,000 compounds, 1.1% hits. Potency, µM (doses to about 108 µM), for the others: top-dose activity change, negative = inhibition, hits mostly inhibitors; also: potency is read from the fitted curve at half-maximal effect; % is scaled to controls: 0 for no effect and ±100 for the full control effect
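Purified human 12hLO at 150 nM in 25 mM Hepes, 0.01% Triton X-100, pH 7.0, preincubated 15 min at room temperature with compound. Reaction started with 40 uM arachidonic acid, 30 min at room temperature. Hydroperoxide measured by Fe-xylenol orange, 573/405 nm absorbance ratio.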
BAZ2B inh = BAZ2B (human) inhibition. Q9UIF8. AlphaScreen BAZ2B-H3K14Ac peptide displacement. Potency, µM (doses to about 114 µM), for inactives: at the top dose activity change, negative = inhibition, hits mostly inhibitors. 360,000 compounds, 4.4% hits. AID 504333; also: potency is read from the fitted curve at half-maximal effect; % is scaled to controls: 0 for no effect and ±100 for the full control effect; nearly all actives have a fitted effect of over 60% in size
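Compounds, titrated to a top concentration of 110 uM, were incubated 30 min at room temperature with preformed BAZ2B/acetyl-K14 H3 peptide complex (50 nM each). Proximity signal was measured by AlphaScreen after 20 min with beads.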
PI4K2A block = PI4K2A (human) kinase inhibition; purified PI4K2A, ADP-Glo luminescence, 1 h; active compounds read low; activity change, negative = inhibition, % at 76.9 µM; 420,000 compounds, 0.13% hits; in the data active = activity change below about -50%; inconclusive = mostly about -30% to -49%;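 also: -100% = wells without enzyme as full effect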
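In this quantitative HTS, ADP production by PI4K2A was quantified luminescently after 1 h at ambient temperature; 100 microM adenosine served as plate-quality control.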
RGS4 inhibitor = blocks human RGS4-accelerated GTP hydrolysis | Transcreener GDP fluorescence polarization, RGS4-accelerated GTP hydrolysis | Potency, µM (doses to about 114 µM), without a hit: at the highest dose activity change, negative = inhibition, hits mostly inhibitors | AID 504845 | P49798 | 390,000 compounds, 0.039% hits; also: potency is read from the fitted curve at half-maximal effect; % is scaled to controls: 0 for no effect and ±100 for the full control effect; nearly all actives have a fitted effect of over 75% in size; some results filed as inactive show a strong effect at the top dose
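MLSMR compounds (23 nl, pin-transferred) preincubated 10 min at room temperature with a 500nM (2x) first reagent, then RGS4 at 900nM (2x) plus Transcreener GDP mix added; fluorescence polarization (620/688 nm) read before and after 90 min at 30 °C.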
JMJD2A Tudor = JMJD2A Tudor domain (human) inhibition; AID 504339; O75164; Potency, µM (highest dose often 114 µM), inactives show at the highest dose activity change, negative = inhibition, hits mostly inhibitors; 390,000 compounds, 4.4% hits; AlphaScreen JMJD2A-Tudor / H3K4me3 peptide binding; also: potency is read from the fitted curve at half-maximal effect; % is scaled to controls: 0 for no effect and ±100 for the full control effect; nearly all actives have a fitted effect of over 50% in size
ERG Ets-DNA blk = inhibitors of human ERG Ets domain-DNA interaction | fluorescence polarization, His-ERG Ets domain / labelled DNA | Potency, µM (series often up to 76.9 µM), inactives show at the top dose FP activity, negative = inhibition, usual class: inhibitors | 370,000 compounds, 0.028% hits; active = well fitted inhibition curve with a large enough effect in the polarisation, with a control signal flat; inconclusive = small, poorly fitted or top-dose-only effect, or effect the other way, or a change in a side signal; inactive = no such curve, though single readings can be large or run the other way; the % refers to the polarisation;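 also: polarization taken with two DNA probes labelled with fluorescein and Texas red; potency is read from the fitted curve at half-maximal effect; % of control where 0% means no effect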
Target sequence (P11308 whole entry, looked up, the tested form may be a part): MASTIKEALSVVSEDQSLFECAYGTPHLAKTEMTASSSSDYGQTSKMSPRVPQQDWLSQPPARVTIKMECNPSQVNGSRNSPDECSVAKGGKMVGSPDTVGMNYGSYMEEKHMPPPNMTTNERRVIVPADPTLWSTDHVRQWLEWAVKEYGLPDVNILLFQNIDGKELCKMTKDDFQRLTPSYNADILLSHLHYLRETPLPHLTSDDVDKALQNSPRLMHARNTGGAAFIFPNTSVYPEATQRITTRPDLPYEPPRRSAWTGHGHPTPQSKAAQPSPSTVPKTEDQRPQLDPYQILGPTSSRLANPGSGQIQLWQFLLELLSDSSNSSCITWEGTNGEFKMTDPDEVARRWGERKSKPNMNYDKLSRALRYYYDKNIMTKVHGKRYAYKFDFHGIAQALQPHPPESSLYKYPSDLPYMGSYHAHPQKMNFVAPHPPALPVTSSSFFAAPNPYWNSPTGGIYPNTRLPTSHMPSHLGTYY
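His-tagged ERG Ets domain (1 uM in the protein solution; 300mM KCl, 50mM Tris-HCl, 1mM EDTA, 1mM DTT, pH 7.5) received compound, then a probe mix of 5 nM fluorescein-DNA and 100nM Texas-615-DNA. Fluorescence polarization was read for both dyes.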
G9a block = G9a (human) methyltransferase inhibition; 350,000 compounds, 8.8% hits; AID 504332; G9a H3K9 monomethylation, AlphaScreen, 2 h; Potency, µM (titrated, usually from 102 µM), inactives show at the top dose activity, negative = inhibition, hits mostly inhibitors; also: potency is read from the fitted curve at half-maximal effect; % is scaled to controls: 0 for no effect and ±100 for the full control effect; nearly all actives have a fitted effect of over 75% in size
Target sequence (Q96KQ7 913-1193 limits assumed): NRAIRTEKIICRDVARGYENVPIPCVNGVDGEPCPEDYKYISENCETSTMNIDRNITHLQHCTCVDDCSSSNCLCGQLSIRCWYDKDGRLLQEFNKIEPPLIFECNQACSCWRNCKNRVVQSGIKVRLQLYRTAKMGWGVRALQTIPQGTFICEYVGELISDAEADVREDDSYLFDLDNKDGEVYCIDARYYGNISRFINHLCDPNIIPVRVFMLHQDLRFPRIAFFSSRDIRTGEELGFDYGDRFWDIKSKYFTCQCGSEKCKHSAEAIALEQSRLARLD
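Readings reflect AlphaScreen signal from monomethyl-H3K9 antibody detection. HMT at 20 nM; substrate b-H3K9 500 nM; cofactor SAM 20 uM; 2 h RT reaction; compounds tested as titrations in qHTS with 15 min preincubation.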
HP1b binding inh = blocks HP1-beta chromodomain binding to methylated histone tails; Potency, µM (doses to about 114 µM), without a hit: at the top dose activity change, negative = inhibition, most hits filed as inhibitors; AID 540317; AlphaScreen HP1-beta / biotin-H3K9me3 peptide binding; P83916; 390,000 compounds, 0.56% hits; also: potency is read from the fitted curve at half-maximal effect; nearly all actives have a fitted effect of over 70% in size; inactives centre near 23
Target sequence (P83916 whole entry, looked up): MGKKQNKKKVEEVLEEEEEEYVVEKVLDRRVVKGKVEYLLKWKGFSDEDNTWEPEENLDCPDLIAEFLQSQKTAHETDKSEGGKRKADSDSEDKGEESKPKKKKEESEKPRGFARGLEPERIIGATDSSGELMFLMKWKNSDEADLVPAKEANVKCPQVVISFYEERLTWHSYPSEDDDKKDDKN
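AlphaScreen: HP1-beta (50 nM) preformed 30 min with biotin-H3(1-18)K9me3 peptide (50 nM) in PBS pH 7.4, 0.01% Tween-20. Compound added for 30 min at RT, then streptavidin donor/nickel chelate acceptor beads (10 ug/mL) for 30 min.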
* marks the source's active call; other numbers are inactive results; ? = inconclusive; · = no result given; [ ] = remark or other dose. Unless noted, calls follow the shape of the dose curve; as a rule, active = well fitted curve in the direction sought with a large enough effect; inconclusive = small, poorly fitted or top-dose-only effect, or another doubt; inactive = no such curve, though single readings can be large; an effect the other way counts as inactive or inconclusive. This is a subset; the hit share may differ from the screen's.

SMILES	GLS inh	ALOX12 inh	BAZ2B inh	PI4K2A block	RGS4 inhibitor	JMJD2A Tudor	ERG Ets-DNA blk	G9a block	HP1b binding inh
COc1ccc2ccc(OCC(=O)NCC3CCCO3)cc2c1 (stereo not drawn)	2%	2%	-5%	0	14%	-14%	13%	-24%	32%
C#CCNc1nc(C(C)C)nc2c1nnn2Cc1ccccc1F	-6%	?	-29%	2	4%[11.4 µM]	-5%[11.4 µM]	-1%	1%[12.7 µM]	-13%
O=C(O)/C=C/c1ccc2c(-c3ccccc3)onc2c1	12%	-15%	-18%	-2	-2%	-13%	-8%	?	6%
O=C(Nc1nnc(CSCc2ccccc2F)s1)c1cccc([N+](=O)[O-])c1	20%	-29%	9%	2	13%[11.4 µM]	-20%	0%	18%[59 µM]	32%
O=C1CCC(=O)N1CC(=O)N1CCCc2ccccc21	-2%	0%	3%	5	12%	-2%	1%	4%	6%
O=C(O)c1[nH]c2ccccc2c1C(c1c(F)cccc1Cl)c1c(C(=O)O)[nH]c2ccccc12	?	0%	5%	-7	-14%	-15%	4%	?	20%
CC(=O)c1ccc(NC(=O)COC(=O)C2CC3C=CC2C3)cc1 (stereo not drawn)	-2%	-26%	·	-2	29%	-9%	-5%	·	32%
N#C/C(=C\c1ccc(O)cc1)C(=O)NCc1ccccc1	12%	-5%	-12%	0	20%	-18%	-7%	1%	16%
O=C(/C(C=Nc1ccc(F)cc1)=C(/O)c1ccco1)C(F)(F)F	1%	-10%	?	-5	-4%	?	11%	40µM*	21%
CC(NC(=O)c1sc2ncccc2c1-n1cccc1)c1ccccc1 (stereo not drawn)	-1%	-26%	-18%	-3	-3%	-30%	1%	6%[59 µM]	8%[57 µM]
CCn1ccc(C(=O)NCCCN2CCCC2=O)n1	2%	-1%	-3%	-1	1%	-18%	11%	?	23%
Cc1cc(-c2ccc(C)c(S(=O)(=O)NC(C)Cc3ccco3)c2)on1 (stereo not drawn)	-7%	?	-39%	2	-3%	-29%	-2%	-13%[59 µM]	-10%
O=C(COC(=O)c1cnccn1)c1ccc2c(c1)CCCC2	1%	?	·	2	2%	-12%	-13%	?	27%
Cc1cc2occ(CC(=O)N(CC(C)C)c3c(N)n(Cc4ccccc4)c(=O)[nH]c3=O)c2cc1C	0%	-9%	5%	2	-17%	-17%	14%	8%[59 µM]	-11%
CCc1ccc(C(=O)COC(=O)C(Cc2ccccc2)NC(=O)c2ccc(Cl)cc2)cc1 (stereo not drawn)	1%	0%[57.4 µM]	10%	-1	22%	1%	6%	·	58%[activator]
COC(=O)C1(C)NC(c2ccccc2C)C2C(=O)N(c3ccccc3)C(=O)C21 (stereo not drawn)	0%	179%[activator]	-33%	1	-10%	-14%	1%	11%	47%[activator]
NC(=O)CCC(=O)N1CCCC(C(=O)c2ccc3c4c(cccc24)CC3)C1 (stereo not drawn)	-9%	0%	-20%	1	?	-3%	-1%	1%	71%[activator]
CC1(C)CC[C@]2(C(=O)O[C@@H]3OC(CO)[C@@H](O)[C@H](O)[C@H]3O)CC[C@]3(C)C(=CCC4[C@@]5(C)CC[C@H](O[C@@H]6OC(C(=O)O)[C@@H](O)[C@H](O)[C@H]6O)C(C)(C)C5CC[C@]43C)[C@@H]2C1 (stereo partly drawn)	?	1%	·	-3	-14%	-7%	-3%	·	52%[activator]
C[N+]1(CC2COC(c3ccccc3)(C3CCCCC3)O2)CCCCC1 (stereo not drawn)	-4%	?	·	4	·	·	·	?	·
Cc1ccc(/C(N)=N/OC(=O)c2cccc(F)c2)cc1	3%	1%	66%[activator]	-2	27%	37%[activator]	-5%	26%	48%[activator]
O=C(OCC(=O)N1CCN(C(=O)c2ccco2)CC1)c1cc(-c2ccc(F)cc2)nc2ccccc12	0%	-13%	-13%	-3	26%	-33%	·	-15%[59 µM]	-6%
O=C(Nc1ccc(F)cc1F)N1CCC(c2nc3ccccc3o2)CC1	13%	-36%	8%	6	7%	-9%	0%	?	15%
COc1ccc(Br)cc1C(=O)NCc1cccnc1	-1%	-2%	-2%	7	-8%	6%	-4%	-7%[12.7 µM]	40%
CC(=O)CCc1ccc(OC(=O)c2cccnc2)cc1	10%	-18%	-2%	3	-1%	7%	-6%	9%[59 µM]	51%[activator]
CCCCc1nnc(NC(=O)CSCc2cc(=O)n3c(C)csc3n2)s1	-3%	-1%	-9%	-4	15%	0%	7%	4%	50%[activator]
CCc1ccc(NC(=O)CCc2nnc3n(C)c(=O)c4sccc4n23)cc1	0%	-23%	3%	1	-6%	0%	-3%	9%[59 µM]	33%
O=C(c1ccc(Br)cc1)N1CCN(Cc2ccccc2)CC1	5%	-27%	5%	2	-7%	-13%	0%	-5%[0.501 µM]	29%
Cc1ccc(N/C=C(/C#N)c2ccsc2)cc1C	0%	?	?	2	-1%	-25%	-1%	2%[59 µM]	20%
Cc1ccc(C)c(S(=O)(=O)N2CCCCC2CCNC(=O)C(=O)NCc2ccccn2)c1 (stereo not drawn)	2%	19%	0%	4	25%	-16%	2%	1%	30%
Cc1ccc(S(=O)(=O)N2CCN(CCC#N)CC2)cc1	63%[activator]	?	20µM*	1	13%	3.5µM*	3%	7.1µM*	45µM*
CCOc1ccc(S(=O)(=O)Nc2cccc(-c3ccc(N4CCCCCC4)nn3)c2)cc1	-2%	6%	-20%	4	-3%	-30%	0%	-4%	10%
Cc1ccc(S(=O)(=O)N2CCCC(C(=O)NCCC(C)C)C2)cc1 (stereo not drawn)	-11%	-8%	-7%	0	-11%	7%	2%	-2%	26%
OCc1cn(-c2ccccc2)nc1-c1cc2ccccc2o1	1%	2%	1%	8	-7%	2%	11%	·	34%
COc1cc([N+](=O)[O-])cc(/C=N/NC(=O)Cn2nc(C)cc2C)c1O	-1%	-1%	71µM*	0	11%	79µM*	22%	-14%	23%
Cn1c(=O)c2c(nc(Br)n2CCCc2ccccc2)n(C)c1=O	5%	0%	8%	5	37%	-6%	-4%	-33%	28%
O=C(CSc1ccc(Cl)cc1)Nc1ccc(-c2nc3ccccc3[nH]2)cc1	1%	-5%	-8%	-5	?	?	-4%	23%[59 µM]	17%
COc1cccc(NC(=O)CCC2CCN(C(=O)c3c(C)noc3C)CC2)c1	6%	-5%	-9%	1	11%	-3%	0%	19%	27%
CCN1C(=O)CC(NC2CCN(C(=O)c3ccc(F)cc3)CC2)C1=O (stereo not drawn)	-1%	·	-3%	3	17%	-3%	4%	22%	25%
O=S(=O)(c1cccs1)N1CCN(CCOc2ccc(Cl)cc2)CC1	7%	191%[activator]	-2%	-1	-1%	-3%	5%	2%[2.33 µM]	56%[activator]
O=C1c2ccccc2C(=O)N1CCCc1nc(-c2ccccc2)no1	1%	-7%	-9%	-5	7%	12%	1%	·	53%[activator]

Entries of single compounds, quoted from the list.
O=C(/C(C=Nc1ccc(F)cc1)=C(/O)c1ccco1)C(F)(F)F as listed: GLS inh: 1%; ALOX12 inh: -10%; BAZ2B inh: ?; PI4K2A block: -5; RGS4 inhibitor: -4%; JMJD2A Tudor: ?; ERG Ets-DNA blk: 11%; G9a block: 40µM*; HP1b binding inh: 21%
N#C/C(=C\c1ccc(O)cc1)C(=O)NCc1ccccc1 as listed: GLS inh: 12%; ALOX12 inh: -5%; BAZ2B inh: -12%; PI4K2A block: 0; RGS4 inhibitor: 20%; JMJD2A Tudor: -18%; ERG Ets-DNA blk: -7%; G9a block: 1%; HP1b binding inh: 16%

(more compounds)
SMILES	GLS inh	ALOX12 inh	BAZ2B inh	PI4K2A block	RGS4 inhibitor	JMJD2A Tudor	ERG Ets-DNA blk	G9a block	HP1b binding inh
Cc1ccc(N2CCN(C(=O)c3ccccc3NC(=O)/C=C\C(=O)O)CC2)cc1	9%	·	-7%	-1	-24%	?	16%	43%[12.7 µM]	27%
CCOC(=O)c1ccc(NC(=S)N2CCN(Cc3ccccc3)CC2)cc1	9%	4%	-26%	-4	-3%	-19%	-4%	-51%[59 µM]	23%
CCOC(=O)COc1ccc(CCNC(C)=O)cc1	1%	15%	3%	8	-10%	-16%	4%	-1%[12.7 µM]	22%
COC(=O)C(NC(=O)CC(C)C)(Nc1nc2c(s1)CCCC2)C(F)(F)F (stereo not drawn)	-17%	-3%	-1%	-3	12%	-22%	6%	-6%[59 µM]	12%
Cc1cc2ccccn2c1C(=O)c1ccc([N+](=O)[O-])o1	3%	0%	10µM*	-3	0%	?	-1%	?	-11%
O=C(N/N=C/c1ccncc1)c1cccc(NC(=O)c2ccccc2Cl)c1	0%	2%	0%	0	-13%	-7%	6%	-4%[59 µM]	30%
O=C(COC(=O)c1ccc(C(F)(F)F)cc1)Nc1cccc(S(=O)(=O)N2CCCCC2)c1	0%	41%[activator]	-6%	4	14%	-21%	-2%	10µM*	25%
Cc1c(C(C)NC(=O)c2ccc3nc(Cc4ccccc4F)oc3c2)cnn1C (stereo not drawn)	-7%	-1%	-16%	10	4%[56.9 µM]	-5%	-2%	?	65%[activator]
COC(=O)c1cccc(NC(=O)C2C3CCC(C3)C2C(=O)O)c1 (stereo not drawn)	1%	0%	-2%	-1	6%	-18%	-3%	-7%[12.7 µM]	28%
O=C(N/N=C/c1ccccn1)C1CC1	-2%	-16%	?	-1	-15%	1.3µM*	-4%	3.5µM*	10%
Cc1ccc(S(=O)(=O)NCC(=O)OCC(=O)N2C(C)CCCC2C)cc1 (stereo not drawn)	-4%	3%	·	14	4%	-10%	-3%	·	6%
